Screens (PubChem)
GPR35 antagonists – GPR35 antagonists blocking zaprinast-driven arrestin recruitment, primary screen, imaging, U2OS, beta-arrestin-GFP, zaprinast agonist (AID 2058); G-protein coupled receptor 35 (Homo sapiens); U2OS GPR35 beta-arrestin-GFP translocation imaging, zaprinast antagonism; higher % means a stronger effect; one-dose inhibition, % at 10 µM; IC50 in µM for titrated hits; hit rate 0.052% among 290,000;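 active = inhibition of at least 50% with at least 30 cells and total cytoplasm GFP at most 10,000,000; inconclusive = under 30 cells or total GFP of 10,000,000 plus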
HIV fusion peptide – inhibitors of HIV fusion peptide binding, primary screen, biochemical, uHTS, fluorescence dequenching (AID 1986). hit rate 0.3% among 290,000. cell-free peptide binding, fluorescence dequenching, 30 min; higher % means a stronger effect. inhibition, % at 20 µM; hits with a dose series show IC50 in µM; in the data active = inhibition mostly above about 52%, no sharp cut-off; inactive = mostly below about 76%; also: some results filed as inactive read as strong as hits
NOD1 NF-kB reporter – NOD1 signaling inhibitors, primary screen, cell-based, luminescence, uHTS (AID 1578); NOD1-driven NF-kB luciferase reporter cells, luminescence; higher % means a stronger effect; inhibition, % at 4 µM, or EC50 in µM where a hit was titrated; hit rate 1% among 290,000; in the data active = inhibition mostly above about 36%, no sharp cut-off; inactive = mostly below about 34%;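 also: HEK-293T reporter cells stimulated with the NOD1 agonist gamma-tri-DAP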
West Nile antiviral – West Nile virus antiviral activity, cell-based, CPE readout (AID 1621); West Nile virus-infected cells, CPE inhibition; higher % means a stronger effect; CPE inhibition, % at 10 µM; hits with a dose series show IC50 in µM; hit rate 0.02% among 290,000; in the data active = a potency from the dose series; inconclusive = CPE inhibition mostly from about 3.7% at the one dose, without a potency; inactive = the rest, 99 in 100 with CPE inhibition below about 2.2%; also: strong numbers were not always called active
GPR55 activation – GPR55 agonists via beta-arrestin recruitment, primary screen, imaging, U2OS cells, beta-arrestin-GFP redistribution (AID 1961); G-protein coupled receptor 55 (Homo sapiens); U2OS GPR55 beta-arrestin-GFP redistribution imaging; higher % means a stronger effect; activation, % at 10 µM; hits with a dose series show EC50 in µM; hit rate 0.048% among 290,000;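 active = activation above 40% with more than 50 cells counted in the well; inconclusive = wells holding fewer than 50 cells, flagged as toxic or sparse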;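 also: U2OS osteosarcoma cells stably expressing GPR55 and beta-arrestin-GFP; plate controls were DMSO negative control for no effect and LPI positive control for full effect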
GPR55 antagonists – GPR55 antagonists blocking LPI-driven arrestin recruitment, primary screen, imaging, U2OS, beta-arrestin-GFP, LPI agonist (AID 2013); G-protein coupled receptor 55 (Homo sapiens); U2OS GPR55 beta-arrestin-GFP translocation imaging, LPI antagonism; higher % means a stronger effect; one-dose inhibition, % at 10 µM; IC50 in µM for titrated hits; hit rate 0.13% among 290,000;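 active = spots per cell inhibited over 60%, with over 100 cells counted and total cytoplasm intensity under 500,000; inconclusive = wells with under 100 cells, flagged as likely toxic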;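 also: U2OS cells stably carrying GPR55 and arrestin-GFP stimulated by 5 µM LPI near EC80; imaged beta-arrestin-GFP aggregate spots per cell after agonist stimulation; plate controls were LPI-stimulated DMSO wells for no effect and DMSO wells without LPI for full effect; some results filed as inactive read as strong as hits; confirmed hits need IC50 under 10 µM and bright autofluorescent wells are also inconclusive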
KOR beta-arrestin-1 – KOR agonists, beta-arrestin recruitment, primary screen, cell-based, luminescence, uHTS (AID 1777); hit rate 0.02% among 280,000; KOR beta-arrestin recruitment, luminescence; higher % means a stronger effect; Kappa-type opioid receptor (Homo sapiens); one-dose activation, % at 10 µM; EC50 in µM for titrated hits; in the data active = activation above about 50%, passing the limit was not always enough; also: a part of the inactive calls stands beside numbers as strong as those of hits
KOR beta-arrestin-2 – KOR antagonists, beta-arrestin recruitment, cell-based, luminescence, uHTS (AID 1778); inhibition, % at 10 µM; hits with a dose series show IC50 in µM; KOR beta-arrestin recruitment, luminescence, antagonist mode; higher % means a stronger effect; Kappa-type opioid receptor (Homo sapiens); hit rate 0.091% among 290,000; in the data active = inhibition above about 50%; also: strong numbers were not always called active
Dengue-2 NS5 capping – Dengue-2 NS5 methyltransferase inhibitors, primary screen, biochemical, confirmation dose response (AID 588689); Genome polyprotein (Dengue virus type 2 (strain 16681-PDK53)); Dengue-2 NS5 methyltransferase capping enzyme assay, biochemical; higher % means a stronger effect; one-dose inhibition, % at 25 µM; IC50 in µM for titrated hits; hit rate 0.3% among 340,000; in the data active = a potency from the dose series; inconclusive = inhibition above about 29% without an active follow-up result
* hit, by the source's call; ? = inconclusive; / = no result given; [ ] = remark or other dose.

The first 2 entries (preview)
1	O=S1(=O)NC2CCCCCN2c2ccc(F)cc21 (centres undefined)
2	Cc1cccc(C)c1NC(=O)C(c1cccs1)N(Cc1ccco1)C(=O)Cn1nnc2ccccc21 (centres undefined)
screen / no.,1,2
GPR55 activation,-1.0%,-0.1%
GPR35 antagonists,11%,-3%
KOR beta-arrestin-2,20%,53%*
NOD1 NF-kB reporter,21%,-35%
West Nile antiviral,-0.2%,-0.4%
Dengue-2 NS5 capping,4%,-3%
HIV fusion peptide,-0.1%,1.0%
KOR beta-arrestin-1,-0.2%,-4.2%
GPR55 antagonists,-6%,5%

The list itself, previewed entries included:
1	O=S1(=O)NC2CCCCCN2c2ccc(F)cc21 (centres undefined)
2	Cc1cccc(C)c1NC(=O)C(c1cccs1)N(Cc1ccco1)C(=O)Cn1nnc2ccccc21 (centres undefined)
3	C/C(CC(=O)N1CCN(C=O)CC1)=N\NC(=O)c1cc2ccccc2cc1O
4	Cn1cc(CNC(=O)C2CCC(=O)N(Cc3ccccc3F)C2)cn1 (centres undefined)
5	O=C(CSc1nnc(CNC(=O)c2ccccc2F)o1)Nc1cccc(C(F)(F)F)c1
6	COc1ccc(N(CC(=O)NCCc2ccc(OC)c(OC)c2)S(=O)(=O)c2ccc(OC)c(OC)c2)cc1
7	CC1(C)CC2CC(C)(CN2C(=O)NC(=O)c2ccccc2)C1 (centres undefined)
8	O=C(O)c1ccc(N2CCS(=O)(=O)CC2)cc1
screen / no.,1,2,3,4,5,6,7,8
GPR55 activation,-1.0%,-0.1%,-0.2%,-0.1%,0.0%,-0.2%,0.6%,-0.5%
GPR35 antagonists,11%,-3%,0%,-8%,0%,4%,20%,4%
KOR beta-arrestin-2,20%,53%*,9%,0%,-21%,-4%,-14%,-17%
NOD1 NF-kB reporter,21%,-35%,-2%,-28%,-6%,10%,-15%,-14%
West Nile antiviral,-0.2%,-0.4%,?,-0.1%,0.3%,0.0%,-0.6%,0.1%
Dengue-2 NS5 capping,4%,-3%,14%,-5%,2%,0%,-5%,-3%
HIV fusion peptide,-0.1%,1.0%,60%,1.0%,0.1%,-2.0%,-1.3%,-0.2%
KOR beta-arrestin-1,-0.2%,-4.2%,2.4%,3.3%,7.4%,-3.1%,-5.6%,-1.3%
GPR55 antagonists,-6%,5%,6%,2%,-3%,-5%,16%,4%

9	CCCOC(=O)CCCN1C(=O)/C(=C2\SC(=S)N(CCCC(=O)OCCC)C2=O)SC1=S
10	C=CCSc1nc2c(c(C3CC=CCC3)c1C#N)CCC2 (centres undefined)
11	COc1ccc(/C=C/c2nnc(NC(C)=O)s2)cc1
12	C=CCNC(=O)/C(C#N)=C/c1cc(Br)ccc1OC
13	CCOC(=O)C1CCCN(C2=NC(=O)/C(=C/c3ccc(OC)c(OC)c3)S2)C1 (centres undefined)
14	CC(C)Cc1cc(CNC(=O)C2CCC(=O)N(Cc3cccc(C(F)(F)F)c3)C2)on1 (centres undefined)
15	O=C(CSc1ccc(Cl)cc1)Nc1ccc(-c2nc3ccccc3[nH]2)cc1
16	O=C(N/C(=C/c1ccco1)C(=O)N1CCOCC1)c1cccs1
screen / no.,9,10,11,12,13,14,15,16
GPR55 activation,-0.1%,-0.1%,-0.1%,-0.1%,0.2%,-0.1%,-0.1%,0.0%
GPR35 antagonists,-8%,12%,8%,-6%,-8%,2%,-9%,0%
KOR beta-arrestin-2,-6%,-40%,12%,-33%[20 µM],-34%,20%,-54%,-40%[20 µM]
NOD1 NF-kB reporter,1%,16%,-15%,-37%,1%,-42%,-32%,-27%
West Nile antiviral,0.2%,-0.1%,0.0%,-0.9%,-1.1%,-0.5%,-0.7%,-0.1%
Dengue-2 NS5 capping,/,2%,1%,-19%,-2%,-5%,-2%,-10%
HIV fusion peptide,10%,-0.4%,-0.7%,-0.5%,2.6%,2.0%,-2.8%,-0.9%
KOR beta-arrestin-1,-1.0%,2.0%,5.7%,4.4%,-1.4%,-3.5%,3.1%,-2.7%
GPR55 antagonists,12%,26%,9%,7%,10%,8%,6%,6%

Only Dengue-2 NS5 capping, for four of the compounds above:
# | Molecule | Dengue-2 NS5 capping
13 | CCOC(=O)C1CCCN(C2=NC(=O)/C(=C/c3ccc(OC)c(OC)c3)S2)C1 (centres undefined) | -2%
12 | C=CCNC(=O)/C(C#N)=C/c1cc(Br)ccc1OC | -19%
16 | O=C(N/C(=C/c1ccco1)C(=O)N1CCOCC1)c1cccs1 | -10%
11 | COc1ccc(/C=C/c2nnc(NC(C)=O)s2)cc1 | 1%

(more compounds)
17	COc1ccc(N2CCN(C(=O)c3ccc(C)c(NC(=O)c4ccco4)c3)CC2)cc1
18	CNCc1ccccc1Sc1ccc(OC)c(OC)c1
19	CCCc1nn2c(=O)cc(CSCC(=O)Nc3cccc(C)c3)nc2s1
20	CCCN1C(=O)S/C(=C\c2ccc(N3CCOCC3)o2)C1=O
21	CC(OC(=O)CCCN1C(=O)c2ccccc2C1=O)C(=O)Nc1ncc(Cl)cc1Cl (centres undefined)
22	COc1cc(O)c(C(C)=O)cc1OC
23	COc1cccc(CN2C(=O)C(C)Oc3ccccc32)c1 (centres undefined)
24	Fc1ccc(OCCn2cnc(Cl)c2Cl)cc1
screen / no.,17,18,19,20,21,22,23,24
GPR55 activation,0.0%,-0.2%,0.3%,0.1%,0.2%,-0.4%,0.5%,-0.1%
GPR35 antagonists,-4%,-4%,0%,33%,1%,-20%,-3%,0%
KOR beta-arrestin-2,20%,5%,-24%,-1%,8%,-7%,-36%,18%
NOD1 NF-kB reporter,-7%,8%,-16%,-1%,0%,37%,-9%,2%
West Nile antiviral,-0.4%,-0.3%,-0.1%,0.4%,-0.1%,-0.2%,-0.4%,0.0%
Dengue-2 NS5 capping,-7%,1%,-4%,-106%,-6%,7%,1%,1%
HIV fusion peptide,-1.5%,-2.2%,-1.5%,146%,-0.6%,11%,0.3%,-1.2%
KOR beta-arrestin-1,0.3%,2.5%,1.7%,-5.0%,1.1%,1.0%,0.3%,2.5%
GPR55 antagonists,-3%,10%,6%,24%,1%,-18%,6%,13%

25	Cc1cccc(NC(=O)Cn2cc([N+](=O)[O-])cn2)n1
26	CCc1ccc(NC(=O)C2CCN(S(=O)(=O)c3ccc4c(c3)NC(=O)CO4)CC2)cc1
27	O=C(N1CCCCC1)N1CCC(c2nc3ccccc3[nH]2)CC1
28	COc1ccc(Cl)cc1NC(=O)CSc1nnc(-c2ccncc2)n1CC1CCCO1 (centres undefined)
29	Cc1cccc(NC(=O)CSc2nnc(CNC(=O)c3ccco3)o2)c1C
30	O=C(CN(c1cccc([N+](=O)[O-])c1)S(=O)(=O)c1ccccc1)NCc1cccnc1
31	O=C1c2ccsc2SCCN1Cc1ccccc1Cl
32	Cc1ccc(NC(=O)CSCC(=O)O)c(C)c1
screen / no.,25,26,27,28,29,30,31,32
GPR55 activation,0.1%,0.3%,-0.1%,-0.2%,0.3%,0.0%,-0.2%,-0.3%
GPR35 antagonists,4%,-2%,-8%,-2%,10%,18%,8%,-7%
KOR beta-arrestin-2,7%,-19%,13%,23%,-8%,1%,-1%,-16%
NOD1 NF-kB reporter,-16%,8%,-6%,-8%,-26%,-14%,-19%,-21%
West Nile antiviral,0.5%,-1.2%,0.6%,-0.2%,0.2%,-0.4%,-0.2%,-0.6%
Dengue-2 NS5 capping,-1%,-8%,-6%,-3%,-5%,-5%,-11%,1%
HIV fusion peptide,1.7%,-0.6%,-0.6%,0.0%,-0.8%,0.0%,0.3%,2.6%
KOR beta-arrestin-1,-6.8%,0.4%,2.2%,1.8%,1.8%,2.6%,2.4%,-4.3%
GPR55 antagonists,9%,-3%,9%,6%,3%,9%,12%,6%

33	COc1ccc(Br)cc1S(=O)(=O)n1ccnc1
34	O=C1CN(C(=O)c2ccco2)C(c2ccccc2)c2cc(Cl)ccc2N1 (centres undefined)
35	COC(CNC(=O)c1ccc(-n2c(=S)[nH]c3ccccc3c2=O)cc1)OC
36	COc1cccc(NC(=O)/C=C/c2ccc([N+](=O)[O-])cc2)c1
37	CCOC(=O)C1(Cc2cccc(F)c2)CCN(C(=O)c2ccoc2C)CC1
38	CCOC(=O)c1c(NC(=O)C(C)N2CCN(S(=O)(=O)c3cccs3)CC2)sc2c1CCC(C)C2 (centres undefined)
39	Cc1ccnc(NC(=O)c2ccc([N+](=O)[O-])o2)c1
40	Cc1cc(C)cc(C(=O)Nc2nnc(SCC(=O)NCC3CCCO3)s2)c1 (centres undefined)
screen / no.,33,34,35,36,37,38,39,40
GPR55 activation,-0.3%,-0.1%,-0.2%,0.3%,0.2%,-0.2%,-0.1%,-0.1%
GPR35 antagonists,6%,5%,-9%,-20%,-5%,-2%,2%,8%
KOR beta-arrestin-2,4%,19%,-7%,17%,-4%,-12%,-5%,17%
NOD1 NF-kB reporter,-12%,-8%,-33%,3%,-31%,20%,26%,-8%
West Nile antiviral,0.2%,0.2%,0.0%,-0.4%,-0.5%,1.0%,2.5%,0.7%
Dengue-2 NS5 capping,6%,-5%,-4%,-5%,-2%,0%,6%,-1%
HIV fusion peptide,1.4%,-2.0%,-0.2%,-1.3%,1.6%,-1.6%,3.5%,1.4%
KOR beta-arrestin-1,-0.3%,-2.0%,-2.5%,-1.6%,-4.4%,3.6%,2.1%,0.5%
GPR55 antagonists,4%,-4%,6%,-2%,2%,7%,-17%,8%

41	CCOc1ccccc1CNS(=O)(=O)c1ccc(-c2cnc(C3CC3)o2)cc1
42	Oc1ccccc1N1CCN(CC(O)COCc2ccccc2Cl)CC1 (centres undefined)
43	Nc1nc2nccc(-c3ccc(Cl)cc3)n2n1
44	OC(CN1CCN(c2ccccc2)CC1)c1ccc2c(c1)CCN2 (centres undefined)
45	CCn1cc(CN2CCCC(CNS(=O)(=O)Cc3ccccc3)C2)cn1 (centres undefined)
screen / no.,41,42,43,44,45
GPR55 activation,-0.1%,0.3%,-0.3%,-0.1%,0.5%
GPR35 antagonists,5%,-7%,-9%,8%,-8%
KOR beta-arrestin-2,-180%,-14%,-43%,-89%,-6%
NOD1 NF-kB reporter,33%,-15%,-45%,3%,-19%
West Nile antiviral,-1.3%,-0.5%,-0.1%,-0.3%,-0.1%
Dengue-2 NS5 capping,-4%,0%,/,-9%,-12%
HIV fusion peptide,-1.0%,1.0%,0.3%,-0.4%,1.0%
KOR beta-arrestin-1,2.4%,-3.7%,-4.0%,2.5%,-2.6%
GPR55 antagonists,100%,6%,2%,1%,-4%

This is a subset; the hit share may differ from the screen's.
